GPR151 activ: activates the human receptor GPR151; PathHunter beta-arrestin GPR151 cells, luminescence; Q8TDV0; actives 1% (n = 650,000); AID 1508602; activation, % at 11.2 µM; in the data active means activation above about 4.9%;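 further: 0% = median of compound wells and 100% = cells with positive control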
TEAD-YAP block: TEAD-YAP interaction inhibition. HEK-TIYL cells, TEAD-Gal4/YAP UAS-luciferase luminescence. inhibition, % at 9.12 µM. actives 1.4% (n = 640,000). AID 1259422; in the data active means inhibition above about 32%;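 further: 0% = median of test compound wells and 100% = reference inhibitor wells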
MITF primary: human MITF inhibition, primary screen; AlphaScreen MITF homodimerization, bead proximity signal; inhibition, % at 2.6 µM; actives 0.91% (n = 650,000); in the data active means inhibition above about 50%;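 further: 0% = vehicle wells with protein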
FBW7 act: activators of human E3 ligase FBW7; Q969H0; AlphaScreen FBW7–phospho-cyclin E peptide binding, activator screen; normalized activity (activation), % at 26.1 µM; actives 0.13% (n = 650,000); AID 1259310; in the data active means normalized activity above about 1.9%;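 further: purified mutant Fbw7 with reduced substrate affinity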
Target sequence (Q969H0 whole entry, looked up): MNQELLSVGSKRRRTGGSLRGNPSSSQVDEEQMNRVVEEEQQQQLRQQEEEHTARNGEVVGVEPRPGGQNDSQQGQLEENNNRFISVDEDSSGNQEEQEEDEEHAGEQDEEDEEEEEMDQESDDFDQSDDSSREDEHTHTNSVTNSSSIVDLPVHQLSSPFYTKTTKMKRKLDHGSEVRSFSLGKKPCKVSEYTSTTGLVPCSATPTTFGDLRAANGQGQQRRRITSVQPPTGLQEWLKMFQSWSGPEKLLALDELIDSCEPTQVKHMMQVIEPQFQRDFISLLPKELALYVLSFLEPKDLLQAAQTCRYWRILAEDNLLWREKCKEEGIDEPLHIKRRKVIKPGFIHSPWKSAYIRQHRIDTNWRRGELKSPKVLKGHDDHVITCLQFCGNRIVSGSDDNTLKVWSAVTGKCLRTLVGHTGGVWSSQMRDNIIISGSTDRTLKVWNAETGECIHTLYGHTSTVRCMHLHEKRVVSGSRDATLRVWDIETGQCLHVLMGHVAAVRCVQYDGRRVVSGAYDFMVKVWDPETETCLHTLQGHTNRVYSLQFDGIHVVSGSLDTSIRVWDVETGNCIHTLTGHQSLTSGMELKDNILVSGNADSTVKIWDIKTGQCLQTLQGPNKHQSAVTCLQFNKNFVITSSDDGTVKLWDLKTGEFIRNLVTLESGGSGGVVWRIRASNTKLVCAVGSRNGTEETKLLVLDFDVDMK
* marks the source's active call; other numbers are inactive results.

structure | GPR151 activ | TEAD-YAP block | MITF primary | FBW7 act
CCC1CCCCN1CCCNC(=O)Cn1cc2c(n1)CCC(C)C2 (configuration not stated) | 0.1 | -2 | -9 | -0.1
CC(C)NC(=O)Cn1c(=O)n(-c2ccc(F)cc2)c(=O)c2oc3ccccc3c21 | 0.5 | -4 | 8 | 0.0
Cc1ccc(NC(=O)c2ccc(Cl)cc2Cl)c(C(=O)c2ccccc2)c1 | -0.3 | -2 | -15 | 0.0
COc1cc2nc(N3CCN(c4ccccn4)CC3)nc(N)c2cc1OC | -2.7 | -12 | 0 | 0.1
O=C(Nc1ccc2nn(-c3ccccc3)nc2c1)c1ccc([N+](=O)[O-])cc1Cl | -1.4 | -1 | 13 | 0.2
O=C(NNC(=O)c1ccc(Cl)s1)Nc1ccc2c(c1)OCO2 | 5.2* | -43 | 9 | -0.1
C=Cn1cccc1-c1ccc(OC)cc1 | 1.1 | -2 | 9 | 0.0
CNS(=O)(=O)c1cccc(C(=O)NCCNC(C)=O)c1 | 0.8 | 5 | 11 | 0.0
CCOc1ccc(CNCc2ccc(C(=O)O)cc2)cc1OC | -1.1 | -3 | 3 | -0.1
N#CC1=C(N)SC(N)=C(C#N)C1c1ccccc1OCc1ccccc1Cl | -1.4 | 4 | -1 | -0.2
O=C(O)CCC(=O)Nc1ccc(S(=O)(=O)N2CCCC2)cc1 | -0.8 | 5 | 19 | 0.0
CC1(C)CC(=O)C(C=NCCC2=CCCCC2)=C(O)C1 | -0.6 | -12 | -2 | -0.1
Cc1ccc(NC(=O)c2cc(S(=O)(=O)NCc3ccco3)ccc2F)cc1Cl | -0.1 | 3 | 8 | 0.0
COc1ccc(C(=O)NNC(=O)COc2ccccc2F)cc1[N+](=O)[O-] | -1.2 | 1 | 16 | 0.9
Cc1sc2nc(SCC(=O)Nc3ccc(S(N)(=O)=O)cc3)[nH]c(=O)c2c1C | -0.7 | 0 | -7 | 0.1
O=C(c1cnc2sc3ccccc3n2c1=O)N1CCCC1 | 0.6 | -4 | 17 | 0.3
CC1(C)CC(CC(=O)NC(=S)Nc2ccc([N+](=O)[O-])cc2)C(=O)O1 (configuration not stated) | 4.7 | 16 | 14 | 0.2
CCOc1ccccc1N1CCN(Cc2cc(OC)c(O)c(OC)c2)CC1 | 1.1 | -2 | 27 | 0.1
CCOC(=O)N1CCC(NC2CCN(Cc3ccccc3)CC2)CC1 | 0.5 | 11 | 36 | 0.0
O=C(Nc1ccc(O)cc1)/C(=C\c1ccncc1)NC(=O)c1ccccc1 | 0.4 | 0 | -1 | 0.1
CCOC(=O)c1ccccc1NC(=O)c1cccc2c1SCCC2=O | 3.4 | -5 | 1 | 0.1
Cc1cccc(C(=O)Nc2sc3c(c2C(=O)N2CCN(C)CC2)CCCC3)c1 | -0.3 | 6 | 3 | 0.1
COC(=O)c1ccccc1NC(=S)NC(=O)Cc1ccc(OC)cc1 | -1.5 | 16 | 10 | 0.8
CS(=O)(=O)N(CC(=O)Nc1ccccc1C(F)(F)F)c1cc(Cl)ccc1Cl | -0.1 | -10 | 17 | 0.1
O=S(=O)(NCc1nnc2n1CCN(Cc1ccccc1)CC2)c1ccccc1 | 1.4 | 2 | -2 | 0.0
COc1ccc(C(=O)c2c(C)c(CCC#N)n3ccccc23)cc1[N+](=O)[O-] | 1.4 | -1 | 5 | -0.2
O=C(Nc1ccc(Cl)cc1Cl)c1cnn2c(C(F)(F)F)cc(-c3ccc(Br)cc3)nc12 | 0.1 | -2 | -7 | -0.1
CCOC(=O)COc1nsnc1N1CCOCC1 | 1.1 | -5 | -3 | -0.2
COc1ccc(C)cc1N1C(=O)NC2CC1(C)Oc1c(OC)cccc12 (configuration not stated) | 2.1 | 9 | 7 | -0.1
c1ccc(-c2ccnc(OCc3ccc(CN4CCOCC4)cc3)n2)cc1 | 1.1 | -7 | -12 | 0.0

Other records
structure | GPR151 activ | TEAD-YAP block | MITF primary | FBW7 act
Cc1ccc(NC(=O)c2cn(-c3ccc(Cl)cc3)c(=O)c3ccccc23)cc1F | -0.5 | 2 | -7 | -0.2
COc1ccc2nc(-c3ccc(F)cc3)c(-c3ccc(F)cc3)nc2c1 | -1.4 | -1 | 7 | 0.0
O=C(NCc1ccccn1)c1n[nH]c(=O)c2ccccc12 | 1.9 | -4 | -4 | -0.1
O=C(CSc1ncccn1)Nc1ncc(C(F)(F)F)cc1Cl | 0.2 | -1 | -8 | 0.1
COc1ccc(-n2nc3c(c2NC(=O)C2(c4ccc(Cl)cc4)CCCC2)CS(=O)(=O)C3)cc1 | -1.7 | -14 | -13 | -0.1
COc1cccc(-n2cc(C(=O)NCCC(C)C)c3ccccc3c2=O)c1 | -1.3 | 4 | 13 | 0.8
COc1cc(/C=C2\NC(=O)NC2=O)ccc1OCCCOc1ccc(C)cc1C | 2.3 | 4 | 7 | 0.0
Cc1ccc(N2NC(=O)/C(=C/c3ccc(O)c(O)c3)C2=O)cc1 | -0.1 | 3 | -10 | -0.1
CS(=O)(=O)c1ncc(Cl)c(C(=O)N(Cc2ccccc2)Cc2ccco2)n1 | 0.4 | -8 | 11 | 0.0
COC(=O)C1=C(C)N(c2ccc(C)c(C)c2)C(=O)C1 | -0.4 | 1 | 7 | 0.1
Cc1cc(C(=O)NC2CCCC2)c2ccccc2n1 | -0.9 | 16 | 3 | 0.1
OC1CCC(Nc2cc(Cl)ncn2)CC1 (configuration not stated) | 0.4 | -4 | 1 | 0.8
CC(=O)Nc1cc(C(=O)NCCN2CCOCC2)ccc1Sc1ccc(C)cc1 | -0.4 | -10 | -6 | -0.2
Cc1ccccc1OCC(O)CN1C(=O)N(CN2C(=O)N(CC(O)COc3ccccc3C)C(=O)C2(C)C)C(C)(C)C1=O (configuration not stated) | 2.6 | 2 | 8 | -0.3
CC1=C(C#N)C(c2ccc3c(c2)OCO3)C2=C(CC(c3ccccc3)CC2=O)N1 (configuration not stated) | -1.0 | 27 | 3 | -0.1
COc1ccc(-c2nc(NCCc3ccc(O)cc3)c3[nH]cnc3n2)cn1 | 2.3 | 33* | 8 | 0.4
CCOC(=O)C1CCCN(CC(=O)c2ccc(F)cc2)C1 (configuration not stated) | 1.8 | -12 | 69* | -0.1
CCCOC(=O)c1ccc(NC(=O)C2C3CCC(C3)C2C(=O)O)cc1 (configuration not stated) | 2.0 | 3 | 14 | 0.1
COc1ccc(-c2nc(Nc3ccc(N4CCOCC4)cc3)c3ncn(-c4ccccc4)c3n2)cc1 | 4.3 | 5 | 19 | 0.3
COc1ccc2c(c1)CC(c1nc3ccc(-c4ccnc(N)n4)cc3s1)CO2 (configuration not stated) | -0.1 | -3 | 11 | -0.2
N#Cc1ccc(NC(=O)c2ccccc2SCC(=O)N2CCCC2)cc1 | -1.2 | 6 | 8 | 0.0
NCCCCCCCCCCN | 1.8 | 3 | -2 | -0.1
CC(=O)c1c(C)nn(CCC(=O)N2CCC3(CC2)NC(=O)c2ccccc2O3)c1C | -1.1 | -6 | 6 | -0.2
CN(C)C(=O)NCCn1cnc2c1c(=O)n(C)c(=O)n2C | 6.2* | 3 | 13 | 0.4
CCN(CCN(C)C)C(=O)c1cc2c(Cl)nc3ccccc3c2s1 | 0.2 | -14 | -4 | -0.2
Cc1ccc(S(=O)(=O)Nc2cc(Cl)c3c(c2)CC2(O3)N(C)c3ccccc3C2(C)C)cc1 (configuration not stated) | -1.1 | 12 | 13 | 0.5
COCCn1nnnc1C(c1cc2c(C)cc(C)cc2[nH]c1=O)N1CCC(C)CC1 (configuration not stated) | 1.0 | 7 | 7 | -0.1
COCCN(C(=O)Nc1cccc(F)c1)C1CCN(CCc2ccc(OC)cc2)CC1 | 2.1 | 0 | 5 | -0.1
Cc1cc(C(=O)OCC(=O)Nc2ccc(C(N)=O)cc2)c(C)n1-c1ccccc1 | 1.1 | 8 | -7 | -0.2
CC(=O)c1ccc(S(=O)(=O)N(C)Cc2c(Cl)cccc2Cl)cc1 | 0.6 | 6 | -2 | 0.1

Carrying on:
structure | GPR151 activ | TEAD-YAP block | MITF primary | FBW7 act
COC(=O)Nc1c(Cl)nsc1Cl | 0.8 | 5 | -12 | 0.1
Cc1nc2c(c(N3CCOCC3)n1)CN(C(=O)N1CCOCC1)CC2 | 1.2 | -9 | 1 | -0.1
O=C(c1cc(F)c(F)cc1Cl)N1CCCCCC1 | 0.9 | 2 | 1 | 0.0
CCOc1ccc(N(Cc2nnc3n2CCCCC3)C(=O)Nc2ccccc2OC)cc1 | 0.8 | 8 | 2 | 0.0
CCOC(=O)N1CCN(S(=O)(=O)c2cc(C(=O)Nc3ccccc3C(F)(F)F)ccc2F)CC1 | 0.8 | 7 | -45 | -0.1
COc1ccc(N2CC(NC(=O)c3ccccc3F)CC2=O)cc1 (configuration not stated) | 1.9 | 1 | -16 | -0.2
O=[N+]([O-])c1ccc(/C=N/NC(=S)Nc2cccnc2)o1 | 0.2 | 24 | 21 | -0.2
CCCCc1c(C(=O)O)cc(C)cc1C(=O)O | 0.7 | 5 | 9 | 0.1
Cc1cccc2c(-c3ccccc3)c3c(nc12)C(=O)NC3c1ccc(Br)cc1 (configuration not stated) | 1.2 | 7 | 10 | 0.1
CC(C)N(Cc1nccn1C)C(=O)CCc1nnc(C2(c3ccc(Cl)cc3)CCC2)o1 | -0.3 | -17 | 5 | -0.1
N#CCSc1ncnc2sc3c(c12)CCCC3 | -0.1 | -3 | 2 | -0.1
Cc1ccccc1COc1ccc(-c2nnn(CC(=O)O)n2)cc1 | 0.0 | 11 | -16 | 1.0
CC(C)NC(=O)c1sc(=S)n2c1[nH]c(=O)c1ccc(C(=O)NC3CC3)cc12 | 0.4 | 3 | 6 | -0.2
CC1CCCN(C(=O)Cc2cccs2)C1 (configuration not stated) | 0.0 | -2 | 3 | 0.5
CC(C(=O)c1ccc(Br)cc1)[n+]1cccc(NC(=O)c2ccccc2)c1 (configuration not stated) | -1.4 | -15 | -11 | 0.0
CCOC(=O)C(C)Nc1n[nH]c(=S)[nH]c1=O (configuration not stated) | 2.4 | 6 | 2 | 0.0
O=C(c1cnn2cccnc12)N1CCN(Cc2ccc3c(c2)OCO3)CC1 | -0.4 | -5 | 5 | -0.3
O=[N+]([O-])c1ccc2c(c1)C=Nn1c(COc3ccccc3)nnc1S2 | 0.6 | 14 | -5 | -0.1
Cc1noc(C)c1COC(=O)c1cc(F)c(F)cc1Cl | 0.4 | -7 | -4 | -0.1
O=C(Cc1ccc(Cl)cc1)OCc1ccc([N+](=O)[O-])cc1 | 2.8 | 5 | -4 | 0.1
Cc1cc(NC(=O)c2ccco2)ccc1NC(=O)c1ccccc1 | -4.1 | -5 | 7 | 0.0
Cc1ccc(NC(=O)Cc2ccccc2)c(NC(=O)Cc2ccccc2)c1 | -0.7 | -2 | 1 | -0.2
COC(=C(C#N)C#N)c1cc2c(C)ccc(C)c2nc1Cl | -0.6 | 1 | -2 | -0.1
CCC(COC)NC(=O)CCC1(Cc2ccc(F)c(OC)c2)CCC(=O)N1 (configuration not stated) | -0.2 | -15 | 12 | 0.0
COc1ccc(-n2nc(C(=O)Nc3ccc4c(c3)OCO4)c3ccccc3c2=O)c(OC)c1 | 0.3 | -2 | -9 | 0.1
COCCn1c(=NC(=O)C2COc3ccccc3O2)sc2cc(OC)c(OC)cc21 (configuration not stated) | -1.7 | 6 | 11 | 1.1
O=C(OCN1C(=O)c2ccccc2C1=O)c1cc2c(s1)CCC2 | -0.4 | 2 | 74* | -0.2
CCc1ccccc1NC(=O)c1cc(S(=O)(=O)N2CCCCCC2)ccc1F | -1.0 | -13 | 6 | 0.0

Reprinted from above (twelve entries):
structure | GPR151 activ | TEAD-YAP block | MITF primary | FBW7 act
COC(=O)Nc1c(Cl)nsc1Cl | 0.8 | 5 | -12 | 0.1
Cc1nc2c(c(N3CCOCC3)n1)CN(C(=O)N1CCOCC1)CC2 | 1.2 | -9 | 1 | -0.1
O=C(c1cc(F)c(F)cc1Cl)N1CCCCCC1 | 0.9 | 2 | 1 | 0.0
CCOc1ccc(N(Cc2nnc3n2CCCCC3)C(=O)Nc2ccccc2OC)cc1 | 0.8 | 8 | 2 | 0.0
CCOC(=O)N1CCN(S(=O)(=O)c2cc(C(=O)Nc3ccccc3C(F)(F)F)ccc2F)CC1 | 0.8 | 7 | -45 | -0.1
COc1ccc(N2CC(NC(=O)c3ccccc3F)CC2=O)cc1 (configuration not stated) | 1.9 | 1 | -16 | -0.2
O=[N+]([O-])c1ccc(/C=N/NC(=S)Nc2cccnc2)o1 | 0.2 | 24 | 21 | -0.2
CCCCc1c(C(=O)O)cc(C)cc1C(=O)O | 0.7 | 5 | 9 | 0.1
Cc1cccc2c(-c3ccccc3)c3c(nc12)C(=O)NC3c1ccc(Br)cc1 (configuration not stated) | 1.2 | 7 | 10 | 0.1
CC(C)N(Cc1nccn1C)C(=O)CCc1nnc(C2(c3ccc(Cl)cc3)CCC2)o1 | -0.3 | -17 | 5 | -0.1
N#CCSc1ncnc2sc3c(c12)CCCC3 | -0.1 | -3 | 2 | -0.1
Cc1ccccc1COc1ccc(-c2nnn(CC(=O)O)n2)cc1 | 0.0 | 11 | -16 | 1.0

High-throughput results as filed in PubChem.

Rows were taken by chance. Share with any hit: about 3.5%.
